Source: PubChem BioAssay (National Center for Advancing Translational Sciences (NCATS))
Nrf2 inh: Nrf2 pathway inhibition; Potency, µM (doses to about 46 µM), for the others: top-dose activity change, negative = inhibition, most hits filed as inhibitors; 2.1% of 360,000 active; A549 ARE-Fluc reporter, luciferase luminescence, 18-24 h; also: % is scaled to controls: 0 for no effect and ±100 for the full control effect; nearly all actives have a fitted effect of over 60% in size
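Cells were seeded and rested 2 h, then exposed to compounds for 18-24 h. CellTiter-Fluor was read first as a viability measure. BugLite was added 15 min before the final luminescent read of ARE-luciferase activity in A549 cells.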
EPAC2 antagonist: EPAC2 (human) antagonism. EPAC2 GEF exchange of Rap1B-BODIPY-GDP, fluorescence. Potency, µM (highest dose often 114 µM), for inactives: at the top dose activity, negative = inhibition, most hits filed as inhibitors. Q8WZA2. 0.18% of 360,000 active; also: % is scaled to controls: 0 for no effect and ±100 for the full control effect; nearly all actives have a fitted effect of over 45% in size; many of its hits are not listed in these tables
Target sequence (Q8WZA2 whole entry, looked up): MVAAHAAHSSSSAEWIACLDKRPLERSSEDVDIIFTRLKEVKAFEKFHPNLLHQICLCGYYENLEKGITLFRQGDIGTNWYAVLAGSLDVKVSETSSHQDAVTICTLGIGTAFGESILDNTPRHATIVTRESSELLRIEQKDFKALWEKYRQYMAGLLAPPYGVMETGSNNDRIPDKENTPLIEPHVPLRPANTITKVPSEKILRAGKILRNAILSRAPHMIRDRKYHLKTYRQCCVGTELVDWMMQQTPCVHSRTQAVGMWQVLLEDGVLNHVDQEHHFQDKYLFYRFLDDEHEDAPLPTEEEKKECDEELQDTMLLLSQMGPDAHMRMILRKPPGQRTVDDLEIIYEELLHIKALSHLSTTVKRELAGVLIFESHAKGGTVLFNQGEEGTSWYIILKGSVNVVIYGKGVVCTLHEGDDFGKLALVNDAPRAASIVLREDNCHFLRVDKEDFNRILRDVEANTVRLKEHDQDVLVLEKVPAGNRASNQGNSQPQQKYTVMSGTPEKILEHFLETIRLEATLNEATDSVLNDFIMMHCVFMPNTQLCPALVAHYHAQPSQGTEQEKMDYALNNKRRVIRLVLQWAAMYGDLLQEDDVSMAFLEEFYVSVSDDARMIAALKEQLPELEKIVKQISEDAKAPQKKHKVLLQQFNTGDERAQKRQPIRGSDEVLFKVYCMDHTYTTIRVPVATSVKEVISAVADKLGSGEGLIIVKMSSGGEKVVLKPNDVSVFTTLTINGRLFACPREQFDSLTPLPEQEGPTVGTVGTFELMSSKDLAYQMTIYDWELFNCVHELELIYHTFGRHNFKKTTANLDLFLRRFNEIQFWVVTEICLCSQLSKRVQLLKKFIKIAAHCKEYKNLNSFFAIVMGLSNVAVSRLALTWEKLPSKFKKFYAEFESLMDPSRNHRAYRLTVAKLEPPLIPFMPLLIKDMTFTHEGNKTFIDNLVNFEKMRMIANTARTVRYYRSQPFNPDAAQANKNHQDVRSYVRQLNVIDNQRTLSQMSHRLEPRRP
MCF10A rereplic: DNA re-replication induction in MCF 10a cells; MCF 10A DNA re-replication, Hoechst nuclear intensity, 48 h; Potency, µM (doses to about 46.1 µM), inactives show top-dose activity, positive = re-replication, usual class: activators; 2.9% of 350,000 active; also: % of control where 0% means no effect; nearly all actives have a fitted effect of over 50% in size
ATXN2 expr inh: inhibitors of ATXN2 expression; HEK-293 ATXN2-luciferase reporter, luminescence, 24 h; Potency, µM (series often up to 57 µM), for inactives: top-dose activity change, negative = inhibition, most hits filed as inhibitors; 0.72% of 360,000 active; also: % is scaled to controls: 0 for no effect and ±100 for the full control effect; nearly all actives have a fitted effect of over 55% in size
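qHTS (up to 57 uM final) was run with 24 h compound exposure of reporter cells at 37 °C. Each well was multiplexed: SteadyGlo luminescence measured ATXN2-luciferase expression after a fluorogenic Gly-Phe-AFC viability readout (25 uM final).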
A549 tox: A549 cytotoxicity, counter-screen for Nrf2 inhibitors. A549 ARE-Fluc cells, CellTiter-Fluor viability, 18-24 h. 0.16% of 390,000 active. Potency, µM (series often up to 46 µM), for the others: at the top dose activity change, negative = cytotoxicity, usual class: inhibitors. AID 504648; also: % is scaled to controls: 0 for no effect and ±100 for the full control effect
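A549 ARE_Fluc cells in 5% FBS OPTI-MEM were exposed to compounds in concentration-response for 18-24 h at 37 deg C. Viability was read by CellTiter-Fluor fluorescence (Ex 405/Em 525) after 30 min, before the luciferase read.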
S2 tox: reduces viability in counter-screen for ATXN expression inhibitors; 0.49% of 400,000 active; S2 cells (HEK-293 line with an ATXN2-luciferase reporter) viability, CellTiter-Fluor protease fluorescence, 24 h; Potency, µM (top dose mostly 56.7 µM), usual class: cytotoxic; also: nearly all actives have a fitted effect of over 40% in size
Nrf2 activator: Nrf2 pathway activation | AREc32 ARE-luciferase reporter (MCF7-derived line), luminescence, 24 h | Potency, µM (doses to about 46.1 µM), inactives show at the highest dose activation, actives largely listed as activators | 0.31% of 410,000 active; also: % of control where 0% means no effect; nearly all actives have a fitted effect of over 65% in size
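ARE activation measured as luciferase luminescence (Steady-Glo, 30 min RT) in AREc32_Fluc cells after 24 hr compound exposure at 37 deg C, 5% CO2; cells seeded overnight at 1000/well in OPTI-MEM, 5% FBS.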
TGFb inhibitor: blocks TGF-b signaling | Potency, µM (series often up to 46.1 µM), inactives show at the highest dose activity, negative = inhibition, hits mostly inhibitors | HepG2 CAGA-GFP TGF-b/SMAD3 reporter, GFP fluorescence, 18 h; TGF-beta stimulated, 500 pg/mL final | 1.2% of 410,000 active; also: % is scaled to controls: 0 for no effect and ±100 for the full control effect; nearly all actives have a fitted effect of over 65% in size
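Read-out: total well GFP (ex488/em500-530) summed from mean per-cell fluorescence. Cells: HEPG2 CAGA-GFP, 1% FBS DMEM, 18 h at 37 degrees C with 500 pg/mL final TGF-beta. Unstimulated wells served as the full-inhibition control; stimulated DMSO wells = 0%.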
HepG2 viability: counter-screen for TGF-b inhibitors: cytotoxicity in HepG2 cells; AID 588856; Potency, µM (series often up to 46.1 µM), for the others: at the top dose activity change, negative = cytotoxicity, actives largely listed as cytotoxic; HepG2 CAGA-GFP viability, ATP luminescence, 18 h; 0.76% of 410,000 active; also: some results filed as inactive show a strong effect at the top dose
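CellTiter-Glo luminescence gave cytotoxicity after 18 hours at 37 degrees C. The cells were HepG2 CAGA-GFP in 1% FBS DMEM, stimulated with 500 pg/mL TGF-beta after compound addition. %Activity was normalised to no-cell wells (complete cell-killing) and DMSO (no toxicity), and curves were fitted and classified.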
Active calls of the source: *; i = inactive; ? = inconclusive; · = not tested or not shown; [ ] = remark or other dose. Calls follow the shape of the dose curve; as a rule, active = well fitted curve in the direction sought with a large enough effect; inconclusive = small, poorly fitted or top-dose-only effect, or another doubt; inactive = no such curve, though single readings can be large; an effect the other way counts as inactive or inconclusive. Potency is read from the fitted curve at half-maximal effect. A portion of the library; rates above refer to the full screens.

No.	SMILES	Nrf2 inh	EPAC2 antagonist	MCF10A rereplic	ATXN2 expr inh	A549 tox
1	CCCCN1C(=O)NC(c2ccc(OC)cc2)C(C(=O)OCc2ccccc2)=C1C (configuration not stated)	4%	-18%	?	-5%	21%
2	Cc1csc(SCC(=O)NC(=O)Cc2ccccc2)n1	-4%	10%	-10%	-1%	1%
3	Cc1ccc(NC(=O)CSCC(=O)OC(C)C(=O)Nc2ccc(S(N)(=O)=O)cc2)c(C)c1 (configuration not stated)	2%	3%	-6%	-2%	4%
4	CC[C@]12C(=O)N(C)C[C@H]([C@@H]3C(=O)N(C)C(=O)[C@@H]31)N2C(=O)c1ccc(C(F)(F)F)cc1	16%	1%	-12%	5%	1%
5	O=C(c1ccc2c3c(cccc13)CC2)N1CCOCC1	11%	13%	-7%	10%	-4%
6	CC(C)=CC(=O)Nc1ccc(Cl)cc1	?	-3%	-5%	35%[activator]	0%
7	Cc1ccc(CS(=O)(=O)CCC(=O)NCCC(C)C)cc1	·	13%	-18%	9%	-1%
8	S=C(Nc1ccc(Cl)c(Cl)c1)N1CCCC1	-7%	7%	-4%	-7%	4%
9	CC1CCN(CCCCOc2cccc(Br)c2)CC1	1%	14%	15%	0%	2%
10	COc1cc([C@@H]2OC[C@@H]3[C@H]2CO[C@@H]3c2ccc3c(c2)OCO3)ccc1O	-11%	-6%	?	6%	5%
11	CC1CCCN(c2nc3c(c(=O)[nH]c(=O)n3C)n2CCSc2nc3ccccc3o2)C1 (configuration not stated)	2%	9%	18%	-14%	7%
12	Cc1cccc(C)c1NC(=O)c1ccc(-c2cc(F)ccc2F)o1	·	-5%	·	-13%	·

No.	S2 tox	Nrf2 activator	TGFb inhibitor	HepG2 viability
1	i	1.0%	-10%	-8%
2	i	0.1%	-3%	5%
3	i	0.2%	15%	3%
4	i	-1.1%	1%	3%
5	i	-0.1%	-3%	9%
6	i	-0.3%	2%	-12%
7	i	0.0%	-20%	-13%
8	i	2.3%	-11%	-22%
9	i	-0.1%	2%	-4%
10	i	-0.2%	0%	-11%
11	i	1.0%	-8%	-18%
12	?	8.0%	?	-14%

(further entries)
No.	SMILES	Nrf2 inh	EPAC2 antagonist	MCF10A rereplic	ATXN2 expr inh	A549 tox
13	O=C(NC1CC(=O)N(c2ccc(Cl)cc2)C1)c1ccc2c(c1)OCO2 (configuration not stated)	·	·	·	·	-16%
14	CC(C)[C@H](NC(=O)c1ccc(Cl)cc1)C(=O)Nc1cccc(S(=O)(=O)N2CCOCC2)c1	·	-13%	·	·	·
15	COC(=O)Cn1cnc2c(nnn2-c2ccc(C)cc2)c1=O	12%	2%	1%	1%	0%
16	CC(C)(/C=N/O)N(O)C=C1C=CC(=O)C=C1	7%	-5%	-1%	5%	0%
17	COc1ccc(OCc2cc(C(=O)N(C)Cc3cc(C4CC4)n[nH]3)no2)c(Cl)c1	5%	-13%	22%	·	0%
18	CN1CCC(OC2c3ccccc3CCc3ccccc32)CC1	·	-11%	·	·	·
19	COc1cc(/C=N/O)cc(Cl)c1OC	0%	4%	1%	4%	10%
20	COc1ccccc1N=NNc1ccccc1OC	·	-3%	·	·	·
21	CC1(C(=O)NCc2ccccc2)CCC(=O)N1C1CCN(Cc2ccccc2)CC1 (configuration not stated)	·	6%	·	11%	·
22	CCOc1ccc(OCC)c(Nc2nc3ccc(Cl)cc3n3cnnc23)c1	11%	·	·	·	1%
23	CN1CCN(S(=O)(=O)c2ccc(NS(=O)(=O)c3ccccc3)cc2)CC1	5%	12%	5%	-6%	2%
24	N#C/C(=C\c1ccc(-c2ccc(F)cc2)o1)C(=O)Nc1nc(-c2cccs2)cs1	?	10%	?	-27%	-15%

No.	S2 tox	Nrf2 activator	TGFb inhibitor	HepG2 viability
13	·	-0.4%	-8%	-1%
14	i	4.8%	-11%	-22%
15	i	0.1%	-1%	-1%
16	i	0.0%	2%	-1%
17	i	9.1%	-27%	-29%
18	?	0.2%	-1%	-40%
19	i	-0.2%	-5%	0%
20	?	8.0%	-4%	-9%
21	i	0.4%	·	·
22	·	5.4%	·	1%
23	i	0.1%	-10%	-2%
24	i	0.0%	?	-31%

Remaining list, next part
No.	SMILES	Nrf2 inh	EPAC2 antagonist	MCF10A rereplic	ATXN2 expr inh	A549 tox
25	O=C(CSc1nc2ccccc2c(=O)n1Cc1ccco1)NCc1ccccc1	-5%	-1%	?	-16%	0%
26	CC(=O)N1CCC2(CC1)C(C#N)=C(N)Oc1n[nH]c(C(F)(F)F)c12	-15%	17%	12%	-2%	8%
27	CCN(CC)c1ncnnc1-c1ccccc1	1%	19%	0%	3%	2%
28	CC1CN(S(=O)(=O)c2ccccc2)C(C)CN1S(=O)(=O)c1ccccc1 (configuration not stated)	4%	-4%	2%	-6%	19%
29	NC(=O)c1ccc2nc(-c3ccccc3)c(-c3ccccc3)nc2c1	-29%	-4%	12%	·	5%
30	Cc1ccc(Cl)c(NC(=O)COC(=O)c2nn(C)c(=O)c3ccccc23)c1Cl	-3%	-9%	4%	·	-5%
31	Cc1cc(C)c(S(=O)(=O)Nc2nccs2)c(C)c1	-12%	-4%	?	3%	-4%
32	O=C(N/C(=C/c1ccc(F)cc1)C(=O)N1CCCCC1)c1ccco1	-11%	-2%	-12%	13%	1%
33	COC(=O)[C@H]1CN(C(=O)c2ccccc2)C(=O)N1	7%	3%	-1%	6%	-5%
34	CCCCn1c(N)c(N(CC)C(=O)/C=C/c2ccco2)c(=O)[nH]c1=O	12%	-8%	-5%	-4%[11.3 µM]	0%
35	Cc1ccc2cc(/C=N/NC(=O)[C@H]3C[C@@H]3c3ccccc3)c(Cl)nc2c1	8%	-1%	?	·	0%
36	COc1ccc(N2C3=C(C(=O)CC(C)(C)C3)C(c3ccccc3OC)C3=C2CC(C)(C)CC3=O)cc1	-3%	-1%	16µM*	-21%	-3%

No.	S2 tox	Nrf2 activator	TGFb inhibitor	HepG2 viability
25	i	-0.6%	0%	-9%
26	i	0.1%	8%	-1%
27	i	-0.4%	-10%	-6%
28	i	-0.5%	32%[activator]	-7%
29	i	-0.9%	-6%	2%
30	?	0.4%	-1%	-3%
31	i	-1.1%	?	5%
32	i	0.0%	10%	4%
33	i	-0.9%	31%[activator]	1%
34	i	1.5%	-5%	-5%
35	i	3.6%	-22%	5%
36	·	0.6%	-3%	-32%

(cont.)
No.	SMILES	Nrf2 inh	EPAC2 antagonist	MCF10A rereplic	ATXN2 expr inh	A549 tox
37	CC(=O)Oc1ccc(C(=O)[C@H]2[C@H]3C(=O)N(c4cccc5ccccc45)C(=O)[C@H]3[C@@H]3C=CC=NN32)cc1	5%	15%	15%	-8%	-3%
38	Cc1c(Cl)cccc1NC(=O)COC(=O)C12CC3CC(CC(O)(C3)C1)C2	7%	12%	4%	2%	4%
39	CC(=C1C2C=CC1C1C(=O)NC(=O)C21)c1ccccc1 (configuration not stated)	-3%	2%	4%	1%	24%
40	Cc1cccc(-c2nc3c4ccccc4nc(N4CCN(c5ccc(F)cc5)CC4)n3n2)c1	2%	·	·	·	-7%
41	O=C(CN1C(=O)c2cccc([N+](=O)[O-])c2C1=O)N1CCN(S(=O)(=O)c2ccccc2)CC1	5%	-3%	-8%	9%	2%
42	CC(C)n1c(=O)c2ccccc2n1Cc1cn(CCc2c[nH]c3ccccc23)nn1	·	-4%	·	-5%	·
43	CCCCn1c(N)c(N(CC(C)C)C(=O)CSC(C)C(=O)Nc2cc(C)on2)c(=O)[nH]c1=O (configuration not stated)	11%	8%	0%	7%	-11%
44	CC(C)CN(C(=O)CSc1nnc(-c2ccco2)o1)c1c(N)n(Cc2ccccc2)c(=O)[nH]c1=O	?	42%[activator]	1%	-8%	-6%
45	CC1(C)CC(NS(=O)(=O)c2ccc(Cl)cc2)CC(C)(C)N1	6%	-1%	-2%	-2%	3%
46	Nc1nonc1NC(=O)CSc1nc2ccccc2s1	·	2%	0%	-9%	2%
47	COc1ccccc1N1CCN(S(=O)(=O)c2c(C)sc3ncn(CC(=O)Nc4ccc(C(F)(F)F)cc4)c(=O)c23)CC1	-1%[9.27 µM]	·	·	12%	2%
48	COC(=O)c1ccc(C)c(NC(=O)CCc2ccc(OC)c(OC)c2)c1	-4%	-2%	-39%[inhibitor]	0%	2%

No.	S2 tox	Nrf2 activator	TGFb inhibitor	HepG2 viability
37	?	12%	1%	-9%
38	i	-0.8%	4%	12%
39	i	-0.7%	-2%	-17%
40	·	1.2%	0%	1%
41	i	-0.5%	-2%	-9%
42	i	-0.9%	0%	-6%
43	i	0.2%	12%	-3%
44	i	-0.3%	0%	1%
45	i	-0.3%	-9%	-12%
46	i	0.2%	7%	13%
47	?	0.4%	0%	2%
48	i	0.3%	16%	2%

Another view of four compounds above.
[40] Cc1cccc(-c2nc3c4ccccc4nc(N4CCN(c5ccc(F)cc5)CC4)n3n2)c1
  Nrf2 inh: 2%; EPAC2 antagonist: ·; MCF10A rereplic: ·; ATXN2 expr inh: ·; A549 tox: -7%; S2 tox: ·; Nrf2 activator: 1.2%; TGFb inhibitor: 0%; HepG2 viability: 1%

[38] Cc1c(Cl)cccc1NC(=O)COC(=O)C12CC3CC(CC(O)(C3)C1)C2
  Nrf2 inh: 7%; EPAC2 antagonist: 12%; MCF10A rereplic: 4%; ATXN2 expr inh: 2%; A549 tox: 4%; S2 tox: i; Nrf2 activator: -0.8%; TGFb inhibitor: 4%; HepG2 viability: 12%

[48] COC(=O)c1ccc(C)c(NC(=O)CCc2ccc(OC)c(OC)c2)c1
  Nrf2 inh: -4%; EPAC2 antagonist: -2%; MCF10A rereplic: -39%[inhibitor]; ATXN2 expr inh: 0%; A549 tox: 2%; S2 tox: i; Nrf2 activator: 0.3%; TGFb inhibitor: 16%; HepG2 viability: 2%

[42] CC(C)n1c(=O)c2ccccc2n1Cc1cn(CCc2c[nH]c3ccccc23)nn1
  Nrf2 inh: ·; EPAC2 antagonist: -4%; MCF10A rereplic: ·; ATXN2 expr inh: -5%; A549 tox: ·; S2 tox: i; Nrf2 activator: -0.9%; TGFb inhibitor: 0%; HepG2 viability: -6%
